Screens deposited in PubChem BioAssay by National Center for Advancing Translational Sciences (NCATS).
TrxR1 substrate – is turned over as a substrate by rat TrxR1. purified TrxR1 substrate turnover, NADPH consumption readout. Potency, µM (doses to about 114 µM), for the others: at the highest dose activity change, negative = substrate turnover. actives 0.01% (n = 390,000). AID 588456; also: potency is read from the fitted curve at half-maximal effect; % is scaled to controls: 0 for no effect and ±100 for the full control effect; nearly all actives have a fitted effect of over 50% in size
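Rat TrxR1, dispensed at 90 nM, was prereduced with 400 uM NADPH (final) for 5 min at ~22 deg C, then incubated with compound 15 min before 400 uM selenite. A first-read NADPH fluorescence drop versus no-compound background flagged substrates.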
TRHR enhancer – TRH receptor (human) allosteric enhancement; TRHR cells, fluo-8 calcium fluorescence, EC20 TRH enhancement; enhancement, % at 2 µM; actives 0.66% (n = 360,000); in the data active = enhancement above about 30%; also: 0% is about no effect
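Enhancer read-out: after compound pinning and an initial kinetic agonist-mode read, an EC20 of TRH (10 nM final) was injected and fluo-8 calcium signal (Ex 480/Em 530) followed at 1 s/cycle for 100 cycles in TRHR-expressing cells.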
D2 antagonist – antagonists of human D2 dopamine receptor; HEK293 TREx D2 cells, calcium flux, dopamine EC80; inhibition, % at 10 µM; actives 2% (n = 340,000); AID 485344; in the data active = inhibition above about 30%; also: 0% is about no effect
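Calcium mobilization kinetics were recorded at 1 s intervals in tetracycline-induced HEK293 T-REx D2 cells, first for 180 s after compound addition and then 180 s after EC80 dopamine.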
TRHR ag – agonists of human TRH receptor | P34981 | TRHR cells, calcium flux fluo-8, FDSS agonist mode | activation, % at 2 µM | actives 0.18% (n = 360,000) | AID 493084; in the data active = activation above about 30%; also: 0% is about no effect
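In this calcium-flux screen, cells bearing human TRHR are dye-loaded with fluo-8, baselined for 10 cycles, then exposed to library compounds; positive kinetic calcium responses during the agonist phase mark hits, with TRH as control.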
IDH1 R132H inh – human IDH1 R132H inhibition. Potency, µM (highest dose often 76.6 µM), for the others: at the highest dose activity change, negative = inhibition, most hits filed as inhibitors. O75874. IDH1-R132H enzyme, NADPH consumption, diaphorase/resazurin fluorescence. AID 602179. actives 0.093% (n = 390,000); also: potency is read from the fitted curve at half-maximal effect; % is scaled to controls: 0 for no effect and ±100 for the full control effect; nearly all actives have a fitted effect of over 65% in size
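IDH1-R132H (0.5 ug/mL) preincubated 30 min with compound, then NADPH (0.016 mM) and alpha-KG (2 mM) added; 80 min at RT, pH 7.5. Remaining NADPH coupled via diaphorase/resazurin to fluorescence (540/590 nm); concentration-response curves normalized to no-enzyme control.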
rTrxR1 inhibitor – rat TrxR1 inhibition; O89049; recombinant rTrxR1, NADPH fluorescence consumption, selenite substrate; Potency, µM (titrated, usually from 114 µM), for the others: at the top dose activity change, negative = inhibition, hits mostly inhibitors; actives 1% (n = 390,000); also: potency is read from the fitted curve at half-maximal effect; % is scaled to controls: 0 for no effect and ±100 for the full control effect; nearly all actives have a fitted effect of over 65% in size
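Rat TrxR1 (90 nM in the dispensed reagent) was pre-reduced with 400 uM NADPH for 5 min at room temperature, then incubated with compound for 15 min. After 400 uM selenite was added, NADPH fluorescence (Ex 340/Em 450 nm) was followed for 8 min.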
D2 ag – activates the human D2 dopamine receptor; P14416; HEK293 T-REx D2 cells, calcium flux agonist mode; activation, % at 2 µM; actives 0.53% (n = 340,000);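 active = activation over 3 SD above normal in the single-dose calcium agonist read, cut at about 30% in these data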; also: 0% is about no effect
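Calcium-flux readout, 1 cycle/sec over 180 s following compound pin transfer, in inducible HEK293 Trex D2 cells (force-coupled); dopamine controls included. Positive calcium responses during this window marked compounds as potential agonists.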
Pin1 inhibitor – blocks the human prolyl isomerase Pin1. Q13526. Pin1 FP peptide displacement, HiFluor488, 10 min. Potency, µM (doses to about 115 µM), without a hit: at the highest dose activity, negative = inhibition, hits mostly inhibitors. actives 0.009% (n = 390,000). AID 504891; active = well fitted inhibition curve with a large enough effect in the polarisation, with a control signal flat, not every such curve was filed as active; inconclusive = small, poorly fitted or top-dose-only effect, or effect the other way, or a change in a side signal; inactive = no such curve, though single readings can be large or run the other way; the % refers to the polarisation; also: potency is read from the fitted curve at half-maximal effect; % is scaled to controls: 0 for no effect and ±100 for the full control effect
Target sequence (Q13526 whole entry, looked up): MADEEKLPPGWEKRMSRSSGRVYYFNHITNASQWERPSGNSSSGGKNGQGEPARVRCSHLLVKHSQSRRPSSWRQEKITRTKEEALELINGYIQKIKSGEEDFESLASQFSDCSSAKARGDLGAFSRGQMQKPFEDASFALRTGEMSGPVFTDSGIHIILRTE
USP1 inh – USP1/UAF1 (human) deubiquitinase inhibition; O94782; recombinant USP1/UAF1, Ub-Rhodamine cleavage fluorescence; Potency, µM (doses to about 57.1 µM), for the others: at the highest dose activity change, negative = inhibition, hits mostly inhibitors; actives 0.23% (n = 390,000); AID 743255; also: potency is read from the fitted curve at half-maximal effect; % is scaled to controls: 0 for no effect and ±100 for the full control effect; nearly all actives have a fitted effect of over 60% in size; inactives centre near -12
Target sequence (O94782 whole entry, looked up): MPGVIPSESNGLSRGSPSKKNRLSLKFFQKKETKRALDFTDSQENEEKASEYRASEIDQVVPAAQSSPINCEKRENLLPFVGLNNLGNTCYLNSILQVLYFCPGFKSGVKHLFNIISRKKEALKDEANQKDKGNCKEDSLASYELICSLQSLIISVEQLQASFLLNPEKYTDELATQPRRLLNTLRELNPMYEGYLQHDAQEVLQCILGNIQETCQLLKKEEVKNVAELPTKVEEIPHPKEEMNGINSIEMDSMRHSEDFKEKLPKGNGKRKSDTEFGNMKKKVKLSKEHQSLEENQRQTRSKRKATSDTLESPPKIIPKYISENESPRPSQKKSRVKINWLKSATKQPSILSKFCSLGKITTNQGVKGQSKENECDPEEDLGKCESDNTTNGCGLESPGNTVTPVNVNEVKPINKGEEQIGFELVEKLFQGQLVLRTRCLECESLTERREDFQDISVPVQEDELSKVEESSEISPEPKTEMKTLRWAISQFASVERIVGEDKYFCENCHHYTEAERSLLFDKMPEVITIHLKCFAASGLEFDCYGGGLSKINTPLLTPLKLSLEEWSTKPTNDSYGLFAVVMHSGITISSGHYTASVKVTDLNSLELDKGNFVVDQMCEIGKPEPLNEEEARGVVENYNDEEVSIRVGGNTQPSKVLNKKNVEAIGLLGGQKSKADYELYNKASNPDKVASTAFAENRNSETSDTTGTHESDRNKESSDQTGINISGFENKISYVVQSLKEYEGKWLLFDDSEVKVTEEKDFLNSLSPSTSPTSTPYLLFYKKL
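High-throughput fluorogenic screen: 1nM USP1/UAF1 complex, Ub-Rho substrate 150nM final, 50mM HEPES pH 7.8 with 0.5mM EDTA, 0.1 mg/ml BSA, 1mM TCEP and 0.01% Tween-20.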
Starred values were filed as active, the others as inactive; ? = inconclusive; · = not tested or not shown; [ ] = dose if it differs, or a comment. Unless noted, calls follow the shape of the dose curve; as a rule, active = well fitted inhibition curve with a large enough effect; inconclusive = small, poorly fitted or top-dose-only effect; inactive = no such curve, though single readings can be large or run the other way. An excerpt; rates above refer to the full screens.

SMILES | TrxR1 substrate | TRHR enhancer | D2 antagonist | TRHR ag | IDH1 R132H inh | rTrxR1 inhibitor | D2 ag | Pin1 inhibitor | USP1 inh
CCOc1cc(/C=N/NC(N)=O)ccc1OC(=O)c1ccc(C)cc1 | · | 2 | -17 | 0.1 | · | · | -0.3 | · | ·
Cc1ccc(NC(=O)c2cc(-c3cccs3)on2)cc1 | 24%[57.1 µM] | -2 | -4 | 0.2 | 3% | -14%[57.1 µM] | -0.1 | -8% | 4%
COC(=O)c1cc2c(ccn2-c2ccc(F)cc2)n1Cc1ccc(OC(C)=O)cc1 | 14% | 4 | -11 | -0.1 | -3% | 6% | -2.3 | 17% | -25%
Cc1cccc(CNC(=O)C2CCN(c3nn4cc(-c5ccc(F)cc5)nc4s3)CC2)c1 | -1% | 3 | · | 0.0 | 7% | 13% | 1.1 | -1% | 1%
COc1cccc(-c2nc(CS(=O)(=O)CC(=O)NCCN3CCOCC3)c(C)o2)c1 | 15% | 0 | 6 | 0.0 | 6% | 7% | -0.1 | -13% | -19%
Cc1cc(NS(=O)(=O)c2ccc(NC(=O)/C=C/c3ccccc3Cl)cc2)no1 | -9% | 4 | -5 | 0.1 | -1% | -9% | -1.4 | -12% | -17%
CCCC(=O)N/C(N)=N/c1nc(C)c2cc(C)ccc2n1 | 6% | -2 | 4 | -0.4 | 3% | 12% | -0.7 | 0% | -21%
O=C1C(c2ccccc2)=[N+]([O-])c2ccccc21 | -11%[57.1 µM] | 8 | 6 | 0.3 | 15% | 18%[57.1 µM] | 0.9 | -7% | ?
COc1ccc(C(=O)c2ccc3oc(-c4ccc(OC)cc4)c(-c4ccc(O)cc4)c3c2)cc1 | 2% | · | · | · | -10% | 4% | · | 3% | -7%
CCOc1cc2[nH]c(=S)n(CCCC(=O)NCc3ccccn3)c(=O)c2cc1OCC | -5% | 6 | -12 | -0.8 | 4% | -17% | 0.8 | 9% | -2%
COC(=O)c1scc(-c2ccccc2)c1S(=O)(=O)Nc1ccccc1 | 6%[57.1 µM] | 17 | · | -0.8 | 7% | 18%[57.1 µM] | 0.9 | -9% | -24%
CN(C)C(=O)CSc1n[nH]c(=O)[nH]c1=O | -1% | 2 | 11 | -2.3 | -5% | 4% | -1.7 | -1% | -13%
O=C(Nc1nc(-c2ccc(S(=O)(=O)N3CCCC3)cc2)cs1)c1ccco1 | 13% | -1 | -9 | -0.3 | 6% | 18% | 1.1 | 6% | -17%
COc1ccc(NC(=O)c2c(NC(=O)C(F)(F)F)sc3c2CCCCC3)cc1 | -4% | -6 | · | 4.7 | 25% | 8% | 9.1 | ? | -28%
Cc1ccccc1NC(=O)c1cnc2ccccn2c1=O | 5%[57.1 µM] | -3 | · | -0.2 | 8% | 14%[57.1 µM] | · | 18% | -13%
Cc1ccc(-n2nnnc2SCC(N)=O)c(C)c1 | 4% | 2 | 8 | 0.6 | 2% | 18% | 0.8 | -8% | -11%
Cc1ccc(CCNC(=O)C2CCC(=O)N(Cc3ccccc3F)C2)o1 (stereo not given) | 6% | -3 | 0 | -0.2 | 1% | 56µM* | -0.5 | -8% | -4%
O=c1[nH][nH]c(-c2ccccc2)c1C=Nc1cccc(Cl)c1 | -5%[57.1 µM] | 2 | 2 | -0.1 | -3% | -9%[57.1 µM] | 0.4 | ? | -3%
COc1ccc(N(CC(=O)NC2CCCCC2)C(=O)CCC(=O)Nc2nc(C)cs2)cc1OC | -5%[57.1 µM] | 1 | -9 | 0.7 | 1% | -10%[57.1 µM] | -3.2 | 1% | -11%
COc1ccc(/C=N/NC(=O)c2ccccc2)cc1CN1CCN(c2ccc(F)cc2)CC1 | -2% | 0 | -4 | -0.3 | -2% | 9% | 0.8 | -3% | -7%

Exported as tab-separated lines: part of the list above.
Molecule	TrxR1 substrate	TRHR enhancer	D2 antagonist	TRHR ag	IDH1 R132H inh	rTrxR1 inhibitor	D2 ag	Pin1 inhibitor	USP1 inh
CCOc1cc2[nH]c(=S)n(CCCC(=O)NCc3ccccn3)c(=O)c2cc1OCC	-5%	6	-12	-0.8	4%	-17%	0.8	9%	-2%
COC(=O)c1scc(-c2ccccc2)c1S(=O)(=O)Nc1ccccc1	6%[57.1 µM]	17	·	-0.8	7%	18%[57.1 µM]	0.9	-9%	-24%
CN(C)C(=O)CSc1n[nH]c(=O)[nH]c1=O	-1%	2	11	-2.3	-5%	4%	-1.7	-1%	-13%
O=C(Nc1nc(-c2ccc(S(=O)(=O)N3CCCC3)cc2)cs1)c1ccco1	13%	-1	-9	-0.3	6%	18%	1.1	6%	-17%
COc1ccc(NC(=O)c2c(NC(=O)C(F)(F)F)sc3c2CCCCC3)cc1	-4%	-6	·	4.7	25%	8%	9.1	?	-28%

Next section.
SMILES | TrxR1 substrate | TRHR enhancer | D2 antagonist | TRHR ag | IDH1 R132H inh | rTrxR1 inhibitor | D2 ag | Pin1 inhibitor | USP1 inh
CC(C)CCNC(=O)c1cnn2c(C(F)(F)F)cc(-c3ccco3)nc12 | 12% | -1 | -5 | -0.8 | 7% | 7.1µM* | -2.2 | 14% | -10%
O=C(NC1CCCCC1)NC1CCN(C(=S)NCc2ccco2)CC1 | 2% | 0 | 6 | -0.2 | 4% | 0% | -0.3 | 4% | -18%
O=C(Cc1coc2ccc3ccccc3c12)Nc1nnc(C2CC2)s1 | 16% | -5 | 10 | 0.3 | 4% | 10% | -0.2 | 29% | -6%
CC(C)(C)c1ccc(C(=O)N/C(=C\c2ccco2)C(=O)O)cc1 | -21%[57.1 µM] | 1 | 18 | 0.2 | 7% | 14%[57.1 µM] | 0.8 | -9% | -6%
COc1ccccc1CNc1ccc(-c2nc(-c3ccccn3)no2)cc1[N+](=O)[O-] | -12% | -2 | · | 1.0 | -10% | -15% | -1.3 | 18% | -1%
CCOc1ccc(N2C(=O)CC(NCC3CCCO3)C2=O)cc1 (stereo not given) | 5%[57.1 µM] | -1 | 8 | -0.4 | 11% | 17%[57.1 µM] | 0.8 | -8% | ?
Cn1c(=O)oc2cc(S(=O)(=O)NCCC(=O)N3CCc4ccccc4C3)ccc21 | 10% | 6 | · | 0.1 | 6% | 17% | · | 1% | -7%
Cc1ccc(N2CC(C(=O)N3CCN(c4ccccn4)CC3)CC2=O)cc1 (stereo not given) | 16% | · | · | · | 2% | 11% | · | -5% | -16%
CC(C)C1(C(C)C)OC(=O)c2ccccc21 | 16%[57.1 µM] | -4 | 13 | -0.1 | 4% | 3%[57.1 µM] | -0.3 | -6% | -12%
Cn1c(SCC(=O)NCC2CCCO2)nnc1-c1ccc(S(=O)(=O)N2CCCC2)cc1 (stereo not given) | 13% | 38* | 11 | 0.1 | 10% | 10% | -0.4 | -16% | -5%
COc1ccc(Nc2nc(C)cc(C)c2C#N)cc1 | 32%[activator] | 1 | -1 | -1.2 | 11% | 17% | -0.4 | -1% | -4%
Cc1cc(C)c(C)c(S(=O)(=O)NCC(=O)Nc2ccccc2F)c1C | -2% | -6 | -6 | -0.1 | 9% | 21% | -0.1 | -7% | -23%
COc1ccccc1C(=O)Nc1cc2c(cc1C(=O)O)OCCCO2 | 2%[57.1 µM] | 2 | · | -0.5 | 2% | 20%[57.1 µM] | · | -13% | -19%
NC(=O)C1CCN(c2nc(-c3ccc4occc(=O)c4c3)cs2)CC1 | 0% | 2 | · | -0.3 | · | 5% | · | -2% | ·
CO[C@H]1C=CO[C@@]2(C)Oc3c(C)c(O)c4c(O)c(c(C=NN5CCN(C6CCCC6)CC5)c(O)c4c3C2=O)NC(=O)C(C)=CC=C[C@H](C)[C@H](O)[C@@H](C)[C@@H](O)[C@@H](C)[C@H](OC(C)=O)[C@@H]1C | · | 1 | -9 | -0.9 | · | · | 0.6 | · | ·
Cc1ccc(NC(=O)COC(=O)c2ccc3c(c2)OCO3)cc1S(=O)(=O)N1CCCCC1 | -9% | -6 | -8 | -0.5 | 1% | -3% | -0.1 | 23% | -2%
Cc1cc2c(cc1C)C(c1ccsc1)CC(=O)N2 (stereo not given) | -7% | 4 | 4 | -0.1 | -1% | 14% | -0.2 | 0% | -10%
CC(C)COC(=O)Nc1nnc(SCc2ccccc2F)s1 | -6% | -9 | 3 | 2.1 | 8% | -3% | 1.0 | -6% | -10%
O=C(/C=C/c1ccc(Cl)c(Cl)c1)NCCCn1ccnc1 | -8% | 1 | 17 | 0.7 | 1% | -8% | -0.3 | 1% | -16%
OC(C#CCN1CCCC1)(c1ccccc1)c1cccnc1 (stereo not given) | 2%[57.1 µM] | 6 | -1 | -0.6 | 11% | 6%[57.1 µM] | 1.6 | -1% | -13%
Cc1ccc(C(=O)NN=CC(=O)c2ccccc2)c(C)c1 | -6% | · | · | · | -4% | 14% | · | 0% | -10%
CCC(C)[C@H](NC(=O)N1CCn2c1nc1ccccc12)C(=O)NCC1CCCO1 (stereo not given in full) | 1%[57.1 µM] | 9 | 3 | -0.4 | 0% | -6%[57.1 µM] | 0.1 | -3% | 3%
COc1cc(OC)cc(C(=O)N(Cc2nc(-c3cccc(C)c3)no2)C(C)C)c1 | 10%[57.1 µM] | -3 | 2 | 0.8 | 4% | 14%[57.1 µM] | 1.3 | -13% | -8%
CN(CC(=O)Nc1ccccc1C(F)(F)F)C(=O)c1cc(Cl)nc2ccccc12 | -5% | -11 | 6 | -0.3 | 3% | -4% | 1.1 | 5% | -12%
CCC(=O)NCc1csc(-c2cccs2)n1 | -4%[57.1 µM] | 10 | 2 | 0.4 | -8% | -21%[57.1 µM] | 1.6 | 0% | -6%

With a hit mark in TRHR enhancer, of those listed so far:
compound,TrxR1 substrate,TRHR enhancer,D2 antagonist,TRHR ag,rTrxR1 inhibitor,Pin1 inhibitor,USP1 inh
Cn1c(SCC(=O)NCC2CCCO2)nnc1-c1ccc(S(=O)(=O)N2CCCC2)cc1 (stereo not given),13%,38*,11,0.1,10%,-16%,-5%
